uPA generation = inhibitors of cell surface uPA generation | cell surface uPA generation assay, qHTS | Potency, µM (series often up to 38.3 µM), inactives show at the top dose activity change, negative = inhibition, usual class: inhibitors | actives 0.31% (n = 330,000); active = well fitted inhibition curve with a large enough effect; inconclusive = small, poorly fitted or top-dose-only effect; inactive = no such curve, though single readings can be large or run the other way; tested in mouse RAW 264.7 cells; also: potency is read from the fitted curve at half-maximal effect; % is scaled to controls: 0 for no effect and ±100 for the full control effect; nearly all actives have a fitted effect of over 55% in size
USP2a block = USP2a (human) protease inhibition. USP2 core, Ub-CHOP2 coupled fluorogenic reporter, 485/531. Potency, µM (titrated, usually from 38.3 µM), without a hit: at the highest dose activity change, negative = inhibition, usual class: inhibitors. O75604. actives 0.01% (n = 330,000);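 also: potency is read from the fitted curve at half-maximal effect; plate controls were DMSO wells for no effect and full inhibition by NEM control for full effect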
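USP2 core (10nM final) preincubated 30min RT with compound in 20mM Tris-HCl pH 8.0, 2mM CaCl2, 2mM beta-mercaptoethanol, 0.05% CHAPS; 25nM Ub-CHOP2 plus 25nM reporter substrate added, fluorescence (Ex485/Em531) read after 60min.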
TRPV1 agonist = agonists of human vanilloid receptor 1 (TRPV1). Q8NER1. activation, % at 8.33 µM. TRPV1-expressing cells, Fluo-8 calcium influx, agonist mode. actives 0.19% (n = 320,000); in the data active = activation above about 80%; inconclusive = between about 30% and that limit; also: 0% is about no effect
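TRPV1-expressing cells were cultured overnight at 35.5C and loaded with Fluo-8 calcium dye for 40 to 90 min at room temperature. After a 10 s baseline, compound was added and calcium influx was read kinetically for 3 min (ex 480/em 520 nm).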
B2AR arrestin = agonists driving beta-arrestin recruitment to human beta2-adrenergic receptor. P07550. beta-arrestin recruitment to beta2AR, cell-based reporter. Potency, µM (series often up to 46.1 µM), inactives show at the highest dose activation, most hits filed as activators. actives 0.02% (n = 330,000). AID 492947;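 also: potency is read from the fitted curve at half-maximal effect; 0% = DMSO controls and full agonism = EC100 isoproterenol or metaproterenol; nearly all actives have a fitted effect of over 65% in size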
BRCA1 expr act = activators of BRCA1 expression; Potency, µM (titrated, usually from 46.1 µM), for the others: top-dose activation, actives largely listed as activators; actives 1.1% (n = 380,000); AID 624202; MCF7-BRCA1-FFLuc reporter, luminescence, 48 h; response scale: scaled: vehicle 0%, 10 µM genistein 100%; also: potency is read from the fitted curve at half-maximal effect; nearly all actives have a fitted effect of over 80% in size; some results filed as inactive show a strong effect at the top dose
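Cells: MCF7-BRCA1-FFLuc, 2000/well. Exposure: 48 h, 37 °C, 5% CO2. Read: luminescence, 15 min post-substrate. Controls: genistein 10 microM (maximal activation), DMSO (neutral).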
Eya2 phos inh = inhibitors of human Eya2 phosphatase activity. O00167. recombinant Eya2, OMFP fluorescence dephosphorylation (OMFP is methylfluorescein phosphate). Potency, µM (series often up to 76.9 µM), for the others: top-dose activity, negative = inhibition, hits mostly inhibitors. actives 0.006% (n = 330,000). AID 488837; also: potency is read from the fitted curve at half-maximal effect; % is scaled to controls: 0 for no effect and ±100 for the full control effect
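Eya2 (0.2 uM) preincubated 10 min at ambient with compound, then OMFP substrate added at 50 uM; 10 min reaction in 50 mM HEPES pH 7.5, 50 mM NaCl, 5 uM MgCl2, 0.05% BSA, 1 mM DTT. Fluorescence read at Ex 485/Em 525 nm.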
a7 integrin act = activators of alpha7 integrin expression for muscular dystrophy | alpha7betagal myoblasts, beta-gal FDG fluorescence, 48 h | Potency, µM (doses to about 38.3 µM), for the others: at the highest dose activation, usual class: activators | actives 0.064% (n = 350,000);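 also: potency is read from the fitted curve at half-maximal effect; 100% = response of the positive control SU9516; nearly all actives have a fitted effect of over 60% in size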
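alpha7betagal+/- myoblasts (passage 13, 250/well) treated 48 h at 37C with compounds at 1:260 dilution of DMSO stock. Lysed, then beta-galactosidase activity read as FDG fluorescence (ex 480/em 540) after 30 min, with pre-read for autofluorescence.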
ELG1 genotoxic = inducers of genotoxicity in HEK293T ELG1-luciferase cells | HEK293T ELG1-luciferase reporter, luminescence, 16 h | Potency, µM (highest dose often 46 µM), without a hit: top-dose activity change, positive = activation, usual class: activators | actives 1.3% (n = 330,000) | AID 504466; also: potency is read from the fitted curve at half-maximal effect; % of control where 0% means no effect; nearly all actives have a fitted effect of over 60% in size
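Screening used a luciferase reporter fused to human ELG1 in HEK293T cells. Luminescence was read on a CCD plate imager after 16 hr exposure and 30 min ONE-Glo incubation.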
S-ASM inh = human S-ASM enzyme inhibition; P17405; AID 504937; Potency, µM (doses to about 57.5 µM), for inactives: top-dose activity change, negative = inhibition, actives largely listed as inhibitors; placental ASM, HMU-PC fluorogenic substrate, 60 min; actives 0.006% (n = 340,000); also: potency is read from the fitted curve at half-maximal effect
Target sequence (P17405 47-631 limits assumed): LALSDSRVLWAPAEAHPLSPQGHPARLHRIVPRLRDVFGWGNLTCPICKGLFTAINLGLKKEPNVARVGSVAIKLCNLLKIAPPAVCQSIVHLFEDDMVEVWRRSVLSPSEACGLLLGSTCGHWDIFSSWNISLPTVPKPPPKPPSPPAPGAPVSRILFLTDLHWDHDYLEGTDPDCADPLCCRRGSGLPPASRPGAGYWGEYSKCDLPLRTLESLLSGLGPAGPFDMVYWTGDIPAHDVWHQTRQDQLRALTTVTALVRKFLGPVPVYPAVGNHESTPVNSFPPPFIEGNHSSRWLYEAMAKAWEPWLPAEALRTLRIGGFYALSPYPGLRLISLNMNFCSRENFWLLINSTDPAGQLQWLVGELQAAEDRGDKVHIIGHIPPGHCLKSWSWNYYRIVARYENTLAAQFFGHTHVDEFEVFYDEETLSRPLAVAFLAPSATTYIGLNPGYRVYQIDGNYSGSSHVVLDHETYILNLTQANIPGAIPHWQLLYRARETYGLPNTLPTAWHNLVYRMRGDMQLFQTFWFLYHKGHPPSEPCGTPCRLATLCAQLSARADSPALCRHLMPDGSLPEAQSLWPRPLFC
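Steps: dispense placental human ASM, pin compound, wait 10 min at room temperature, add HMU-PC0 substrate at 9 uM final, incubate 60 min at 37 °C, add stop solution raising pH to 10, read fluorescence.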
p53 reactivator = re-activators of mutant p53; Potency, µM (titrated, usually from 92.2 µM), without a hit: at the top dose activity change, positive = activation, usual class: activators; H1299 p53-A138V BP100-luciferase reporter, luminescence, 24 h; actives 0.063% (n = 320,000); also: potency is read from the fitted curve at half-maximal effect; % of control where 0% means no effect; nearly all actives have a fitted effect of over 45% in size
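p53-null H1299 cells stably carrying temperature-sensitive p53-A138V and a BP100-luciferase reporter were pinned with compounds (4-point, 1:5 series) and held 24 hrs at 37 deg C. Luminescence was read 10 min after detection reagent.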
PTAP TSG101 blk = blocks PTAP/TSG101 interaction to inhibit HIV-1 budding; Q99816; Fluorescence polarization, FITC-PTAP peptide / Tsg101 binding; Potency, µM (titrated, usually from 115 µM), inactives show top-dose activity change, negative = inhibition, actives largely listed as inhibitors; 340,000 tested, under 10 active; active = well fitted inhibition curve with a large enough effect in the main read-out, with a control signal flat, not every such curve was filed as active; inconclusive = small, poorly fitted or top-dose-only effect, or effect the other way, or a change in a side signal; inactive = no such curve, though single readings can be large or run the other way; also: potency is read from the fitted curve at half-maximal effect; % of control where 0% means no effect
Target sequence (Q99816 whole entry, looked up): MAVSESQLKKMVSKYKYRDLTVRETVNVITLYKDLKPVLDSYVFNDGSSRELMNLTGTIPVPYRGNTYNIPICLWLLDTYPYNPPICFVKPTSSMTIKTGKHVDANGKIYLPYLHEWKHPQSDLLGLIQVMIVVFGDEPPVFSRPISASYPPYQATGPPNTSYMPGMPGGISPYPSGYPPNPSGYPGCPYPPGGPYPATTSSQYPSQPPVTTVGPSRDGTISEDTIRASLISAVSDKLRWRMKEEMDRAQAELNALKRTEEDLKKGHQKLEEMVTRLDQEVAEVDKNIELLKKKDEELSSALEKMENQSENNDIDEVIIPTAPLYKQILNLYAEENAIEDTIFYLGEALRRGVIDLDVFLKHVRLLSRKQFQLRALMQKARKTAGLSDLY
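Compounds were pin-transferred onto Tsg101 binding domain (10 uM final) in HEPES pH 7.5 buffer, then FITC-PTAP peptide was added at 50 nM final. After 20 min at RT, polarization reported peptide displacement across a qHTS concentration series.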
Active calls of the source: *; u = inconclusive; x = not tested or not shown. Unless noted, calls follow the shape of the dose curve; as a rule, active = well fitted curve in the direction sought with a large enough effect; inconclusive = small, poorly fitted or top-dose-only effect, or another doubt; inactive = no such curve, though single readings can be large; an effect the other way counts as inactive or inconclusive.

Sequence of screens: a7 integrin act	S-ASM inh	p53 reactivator	Eya2 phos inh	uPA generation	BRCA1 expr act	B2AR arrestin	ELG1 genotoxic	USP2a block	PTAP TSG101 blk	TRPV1 agonist
- O=C(O)c1cc(NS(=O)(=O)c2ccc(NC3CCCCC3)c([N+](=O)[O-])c2)cc(C(=O)O)c1
 : 43%	18%	0%	10%	3%	20%	-0.4%	1%	-1%	-2%	-1
- COCCN(Cc1ccccc1)C(=O)C1CCN(C(=O)Nc2ccccc2)CC1
 : 10%	-5%	1%	-3%	2%	11%	-0.2%	1%	4%	-9%	x
- CCOC(=O)CCc1c(C)n[nH]c1C
 : 23%	2%	-1%	8%	4%	3%	-0.3%	0%	8%	-8%	1
- CCC1SC(C)C/C(=N/NC(N)=O)C1C (stereo not drawn)
 : 15%	1%	9%	-5%	2%	17%	-0.8%	-4%	-1%	-12%	0
- O=C(Cc1ccccc1)Nc1scc(-c2ccccc2)c1C(=O)N1CCOCC1
 : -8%	-2%	1%	2%	-9%	4%	0.0%	1%	-1%	-2%	1
- Cc1ccc(Cn2c(SCC(N)=O)nc3c2c(=O)n(C)c(=O)n3C)cc1
 : 7%	-3%	-12%	-16%	-6%	-4%	-0.3%	28%	2%	-1%	2
- COc1ccc(N2CCN(S(=O)(=O)CCNC(=O)/C=C/c3ccccc3)CC2)cc1
 : -4%	3%	9%	9%	2%	-7%	-0.4%	0%	1%	-5%	13
- CCCCn1c(=S)[nH]c2c(oc3ccc(Cl)cc32)c1=O
 : x	x	-10%	8%	x	x	-1.7%	-1%	-2%	x	-1
- CCOc1ccc(CN2CCN(Cc3nc(C(C)C)cs3)CC2CCO)cc1 (stereo not drawn)
 : 2%	4%	0%	-11%	-3%	-11%	1.0%	-12%	0%	-2%	-2
- C=CCN1CN(CCc2ccccc2)CNC1=S
 : -7%	2%	-1%	-12%	9%	3%	0.4%	-1%	9%	-2%	-1
- COc1ccccc1NC(=O)C1CCCN(S(=O)(=O)c2cccc3nsnc23)C1 (stereo not drawn)
 : -2%	2%	-5%	10%	2%	0%	0.1%	-9%	0%	-1%	1
- COc1ccc(C(=O)Cc2cc3ccccc3oc2=O)cc1
 : 1%	-1%	u	4%	-4%	4.5µM*	0.0%	u	-1%	0%	13
- Cc1nnc(NC(=O)CN2CCN(Cc3c(Cl)cccc3Cl)CC2)s1
 : -20%	1%	6%	11%	1%	0%	-0.4%	-3%	2%	-2%	4
- CCN1CCN(c2nc(C)c3c(n2)CCCC3=O)CC1
 : -15%	2%	-1%	7%	x	-1%	-0.6%	2%	1%	-6%	-1
- COCCNC(=S)N1CCC(c2nc(-c3ccc(F)cc3)no2)CC1
 : u	4%	-1%	-9%	-1%	-8%	0.3%	-3%	2%	2%	-4

Entries listed so far containing four or more nitrogen atoms (5):
Sequence of screens: a7 integrin act	S-ASM inh	p53 reactivator	Eya2 phos inh	uPA generation	BRCA1 expr act	B2AR arrestin	ELG1 genotoxic	USP2a block	PTAP TSG101 blk	TRPV1 agonist
- Cc1ccc(Cn2c(SCC(N)=O)nc3c2c(=O)n(C)c(=O)n3C)cc1
 : 7%	-3%	-12%	-16%	-6%	-4%	-0.3%	28%	2%	-1%	2
- COc1ccccc1NC(=O)C1CCCN(S(=O)(=O)c2cccc3nsnc23)C1 (stereo not drawn)
 : -2%	2%	-5%	10%	2%	0%	0.1%	-9%	0%	-1%	1
- Cc1nnc(NC(=O)CN2CCN(Cc3c(Cl)cccc3Cl)CC2)s1
 : -20%	1%	6%	11%	1%	0%	-0.4%	-3%	2%	-2%	4
- CCN1CCN(c2nc(C)c3c(n2)CCCC3=O)CC1
 : -15%	2%	-1%	7%	x	-1%	-0.6%	2%	1%	-6%	-1
- COCCNC(=S)N1CCC(c2nc(-c3ccc(F)cc3)no2)CC1
 : u	4%	-1%	-9%	-1%	-8%	0.3%	-3%	2%	2%	-4

Next part:
Sequence of screens: a7 integrin act	S-ASM inh	p53 reactivator	Eya2 phos inh	uPA generation	BRCA1 expr act	B2AR arrestin	ELG1 genotoxic	USP2a block	PTAP TSG101 blk	TRPV1 agonist
- CCOC(=O)C1(CCOc2ccccc2)CCN(Cc2cccc(OCCO)c2)CC1
 : -16%	5%	x	-5%	-4%	-37%	-0.4%	-7%	0%	-7%	0
- O=C(CCc1ccccc1)NNC(=O)c1ccccc1Cl
 : 41%	5%	-2%	17%	1%	-23%	-0.1%	-1%	0%	-3%	0
- COc1ccccc1N1CCN(C(=O)CSc2ccccc2)CC1
 : -7%	-1%	10%	-13%	3%	u	-0.5%	u	3%	-2%	13
- Cc1cccc2cc(CN(CC3CCCO3)C(=O)c3ccncc3)c(=O)[nH]c12 (stereo not drawn)
 : -14%	1%	2%	4%	-2%	0%	-0.2%	1%	-1%	-1%	1
- NC(=NCCc1c[nH]c2ccccc12)NS(=O)(=O)c1cc(F)ccc1F
 : 0%	-1%	-1%	2%	4%	-17%	0.4%	-1%	0%	1%	1
- O=C(NC(NCc1ccccc1)C(Cl)(Cl)Cl)c1cccnc1 (stereo not drawn)
 : 12%	3%	-2%	-7%	1%	1%	-0.2%	-4%	1%	-6%	x
- CCc1nnc(NC(=O)CSc2nc3cc(OC)c(OC)cc3cc2C)s1
 : u	-11%	-5%	-8%	-2%	-27%	-0.6%	-8%	-3%	-1%	u
- COc1ccccc1C(=O)OCCN=C1NS(=O)(=O)c2ccccc21
 : 6%	-1%	-7%	4%	1%	-14%	-1.1%	0%	2%	-1%	1
- COc1ccc(CC(=O)Nc2cc(Cl)ccc2C(=O)O)cc1
 : 0%	10%	-7%	8%	-18%	-7%	-0.3%	0%	3%	-5%	2
- CCc1ccc(C2NC(C(=O)O)CS2)cc1 (stereo not drawn)
 : x	x	3%	-12%	x	x	-0.1%	3%	3%	x	1
- O=C(CSc1ccccc1C(=O)N1CCN(c2ccccc2)CC1)N1CCCC1
 : 17%	3%	-3%	-16%	3%	-19%	0.1%	0%	2%	0%	-1
- Cc1cc(C)c(C(=O)Cn2nc(C)c([N+](=O)[O-])c2C)cc1C
 : 10%	-9%	5%	-8%	0%	-3%	-0.4%	-3%	2%	1%	22
- COc1ccc(O)c(-c2[nH]ncc2C(=O)c2cccc(C)c2)c1
 : 9%	0%	-3%	16%	9%	-1%	0.4%	-1%	1%	-2%	4
- CCc1ccccc1NC(=O)CSc1nnc(CNC(=O)c2ccco2)n1C
 : 7%	-2%	-1%	-24%	-2%	-2%	-0.2%	0%	3%	1%	-3
- CCOc1ccc(S(=O)(=O)N2CCN(C(=O)CCOc3ccccc3C)CC2)cc1
 : -3%	-1%	-8%	-32%	-8%	-37%	-0.2%	-4%	-6%	-1%	14
- CCn1c(SCC(=O)NCCCN2CCCC2=O)nnc1-c1cccc(C)c1
 : -4%	2%	-3%	-13%	16%	-3%	-0.2%	3%	-2%	1%	-8
- Clc1ccc2nc(C3CCN(Cc4ccccc4)CC3)[nH]c2c1
 : -24%	2%	-6%	-7%	6%	-3%	-0.2%	-2%	3%	-2%	5
- NC(=O)c1nsc(C(=O)N(Cc2cccnc2)C(C(=O)NCc2ccc(F)cc2)c2ccc(O)cc2)c1N (stereo not drawn)
 : u	24%	0%	-9%	-1%	-2%	0.0%	-6%	3%	0%	1
- CN(C)C(=O)c1cnc(-c2ccccc2)nc1-c1ccccc1
 : -6%	-1%	-5%	-5%	10%	13%	-0.4%	0%	8%	-7%	26
- COC(=O)C(C)Sc1nnc(Cc2cc(=O)[nH]c(=O)[nH]2)n1-c1cc(C)ccc1C (stereo not drawn)
 : 9%	1%	-3%	-9%	4%	-16%	-0.8%	1%	0%	-5%	x
- Fc1ccc(CNC(=S)Nc2ccc(Cl)cc2Cl)cc1
 : -26%	-1%	14%	3%	-5%	1%	0.2%	5%	1%	2%	88*
- Cc1ccccc1OCC(=O)Nc1ccccc1-c1ccccc1
 : u	-4%	u	10%	-9%	-22%	-0.9%	u	-1%	0%	1
- COc1ccc([C@H]2C(C#N)=C([S-])N[C@](C)(O)[C@@H]2[n+]2ccccc2)cc1
 : 1%	-1%	-2%	-5%	-3%	0%	-0.5%	2%	0%	-1%	-1
- CC(C)(C)c1ccc(C(=O)Nc2ccc(C(=O)N3CCCC3)cc2)cc1
 : -20%	6%	-13%	8%	6%	-18%	-0.7%	-13%	-1%	-1%	2
